SRC3 TRFRET art – TR-FRET detection interference compounds, artefact control for PPARgamma SRC-3 recruitment agonists, biochemical, TR-FRET ratio; TR-FRET artefact counter-screen, PPARgamma/SRC-3 format; active compounds read high; TR-FRET ratio at 8 µM; hit rate 0.39% among 99,000; AID 1048, 2008; in the data active means TR-FRET ratio above about 2000; further: inactives centre near 1600
SRC1 TRFRET art – TR-FRET detection interference compounds, primary screen, artefact control for PPARgamma SRC-1 recruitment agonists, biochemical, TR-FRET emission ratio; TR-FRET detection artefact counter-screen; active compounds read high; TR-FRET ratio at 8 µM; hit rate 0.34% among 99,000; in the data active means TR-FRET ratio above about 2300; further: inactives centre near 1800
Active calls of the source: *. These rows are one share of the data; count on the stated rates, not on these rows.

SMILES	SRC3 TRFRET art	SRC1 TRFRET art
C/C(=N\NC(=O)c1cc(Cl)ccc1O)c1ccc(Br)s1	1379	1764
COc1cc(C(C)=O)ccc1OCC(=O)NCC1(N2CCCCC2)CCCCC1	1686	1832
CCOC(=O)Cc1c(C)nc2c(-c3ccccc3)c[nH]n2c1=O	1701	2052
CNC(=S)N1CCN(c2nc3ccccc3s2)CC1	1629	1760
CC(C)(C)C(=O)N1CCN(c2ccc([N+](=O)[O-])c(NCc3cccnc3)c2)CC1	1584	1511
O=C(O)c1ccccc1-c1nc(-c2ccccc2)c(-c2ccccc2)[nH]1	1684	2014
CC(=O)c1cc2c(cc1N/C(=N/S(=O)(=O)c1ccc(C)cc1)c1ccc(Cl)cc1)OCO2	1649	1774
CSc1nnc(C)c(=O)n1COC(=O)/C=C/c1ccc2c(c1)OCO2	1569	1809
CCn1c(C(=O)NCCCc2ccccc2)cc2sccc21	1667	1932
COc1ccc(-c2cc(C(F)(F)F)nc(N)n2)cc1	1451	1812
Cn1c(C2=C(O)CN(Cc3ccccc3)C2=N)[n+](C)c2ccccc21	1438	1961
COc1ccc(NC(=O)CSc2nccn2C)cc1S(N)(=O)=O	1778	1700
Cc1c(Cl)cccc1NC(=O)CNC(=O)c1ccccc1F	1645	1760
O=C(COC(=O)c1ccc2[nH]c3c(c2c1)CCCC3)Nc1ccccc1	1649	1627
Cc1cc(/C=C2/NC(=S)NC2=O)c(C)n1-c1cccnc1	1516	1630

A different layout for some results above:
The line under a structure holds: SRC3 TRFRET art	SRC1 TRFRET art
COc1ccc(NC(=O)CSc2nccn2C)cc1S(N)(=O)=O
→ 1778	1700
Cc1c(Cl)cccc1NC(=O)CNC(=O)c1ccccc1F
→ 1645	1760

Later entries
SMILES	SRC3 TRFRET art	SRC1 TRFRET art
CC1=C(c2ccc(C)cc2)[N+](=O)C(C)(C)N1[O-]	1367	1747
CCc1cc(-c2n[nH]c(CCC(=O)O)c2-c2nc3ccccc3n2C)c(O)cc1O	1748	1923
CSc1ccccc1C(=O)C1CCCN(C(=O)c2csnn2)C1 (stereo not drawn)	1875	1898
O=C(c1cc(COc2ccc(F)cc2F)on1)N1CCSCC1	1645	1732
O=C(/C=C/c1ccccc1[N+](=O)[O-])OC1CCCCC1=O (stereo not drawn)	1634	1812
Cc1cc(C)n(CCN(C)Cc2cn[nH]c2-c2ccc(F)cc2F)n1	1613	1786
Cn1c(=O)c(Oc2ccc(F)cc2)c(O)c2ccccc21	1453	1729
COc1ccc(NC(=O)C/C(C)=N/NC(=O)C(=O)Nc2cccc(Cl)c2C)c(OC)c1	1235	1721
Cc1ccc(C)c(NC(=O)C(Sc2cccc[n+]2[O-])c2ccccc2)c1 (stereo not drawn)	1591	2150
CC(=O)c1c(C)n(CC(=O)NCc2ccco2)c2ccccc12	1582	1703
Cc1nnc(SCC(=O)N2CCCC(C(=O)c3ccc(Cl)cc3)C2)o1 (stereo not drawn)	1486	1580
CCCCNC(=O)C12CCC(C)(C(=O)C1Br)C2(C)C (stereo not drawn)	1608	1739
COc1ccccc1C(=O)C1CCCN(Cc2cn[nH]c2C2CCCCC2)C1 (stereo not drawn)	1794	1848
Cc1nn(-c2cccc(Cl)c2)c(Cl)c1/C=N/NC(=O)c1cccs1	1543	1694
CN(CCC#N)C(=S)Nc1ccc(S(=O)(=O)N2CCOCC2)cc1	1637	1858

Rewritten as a markdown table: three of the compounds above
| Compound | SRC3 TRFRET art | SRC1 TRFRET art |
| --- | --- | --- |
| COc1ccccc1C(=O)C1CCCN(Cc2cn[nH]c2C2CCCCC2)C1 (stereo not drawn) | 1794 | 1848 |
| Cc1ccc(C)c(NC(=O)C(Sc2cccc[n+]2[O-])c2ccccc2)c1 (stereo not drawn) | 1591 | 2150 |
| CC1=C(c2ccc(C)cc2)[N+](=O)C(C)(C)N1[O-] | 1367 | 1747 |

Back to the main list, starting 2 compounds before the break.
SMILES	SRC3 TRFRET art	SRC1 TRFRET art
Cc1nn(-c2cccc(Cl)c2)c(Cl)c1/C=N/NC(=O)c1cccs1	1543	1694
CN(CCC#N)C(=S)Nc1ccc(S(=O)(=O)N2CCOCC2)cc1	1637	1858
CSc1ncccc1C(=O)NCCc1ccc(Cl)cc1	1258	1530
Cc1cc(C(=S)N2CCOCC2)c(C)n1-c1ccc(F)cc1	1545	1987
CCOc1ccc(NS(=O)(=O)c2cc(NC(=O)CCS(=O)(=O)c3ccc(C)cc3)ccc2OC)cc1	1651	1840
O=C(C1CC1)N1CCc2cc(Br)cc(S(=O)(=O)NCc3ccccn3)c21	1546	1489
CN1CCN(CC(O)COC(c2ccccc2)c2ccccc2)CC1 (stereo not drawn)	1630	1928
c1ccc(CCNc2ccnc3cc4ccccc4cc23)cc1	1681	1610
COc1ccccc1/C=C(/C(=O)OCC(=O)NCc1ccccc1)c1ccccc1	1590	1985
CC1CCCC(NC(=O)CCCn2c(=S)[nH]c3ccccc3c2=O)C1C (stereo not drawn)	1586	1907
CC(C)N(C(=O)COC(=O)c1ccc([N+](=O)[O-])cc1)c1ccccc1	1617	2026
CC(C)N=c1c([N+](=O)[O-])nn(C)n1O	1444	1678
COc1ccc(C(=O)c2nccc3ccccc23)cc1	1475	1685
CNC(=O)CN(c1cc(OCCOC)c(Cl)cc1Cl)S(=O)(=O)c1ccccc1	1554	1638
CC1CN(CCCSc2ccc(Cl)cc2)CC(C)O1 (stereo not drawn)	1543	1966
O=C(NCc1cccs1)C1CC(c2ccc(Cl)cc2)=NO1 (stereo not drawn)	1440	1584
CCN(C(=S)Nc1cccc(C)c1)c1ccccc1	1694	2152
Cc1ccc(-c2csc(NC(=O)CN3C(=O)CCC3=O)n2)cc1	1457	1840
Cc1ccc(C)c(NS(=O)(=O)c2ccc3c(c2)Cc2cc(S(=O)(=O)Nc4cc(C)ccc4C)ccc2-3)c1	1505	1571
O=C(CN1CCN(Cc2ccc3c(c2)OCO3)CC1)Nc1cc(S(=O)(=O)N2CCCC2)ccc1Cl	1694	1883
C/C(=N\NC(N)=O)c1cccc(Cl)c1	1434	1624
O=C(Cn1cc([N+](=O)[O-])cn1)N1CCc2ccccc2C1	1466	1756
COCCN1C(=O)c2cc(C(=O)Nc3cccc(F)c3)ccc2C1Nc1cccc(F)c1 (stereo not drawn)	1616	1591
Cc1cccc(Nc2ncnc3ccc(Br)cc23)c1	1850	1981
CC1(C)C=C(c2ccc(C(=O)O)s2)CC(C)(C)N1	1682	1678
COc1ccc2cc(CN(CC3CCCO3)C(=O)Nc3ccccc3)c(=O)[nH]c2c1 (stereo not drawn)	1443	1683
O=C(COC(=O)c1ccc2c(c1)C(=O)N(Cc1ccncc1)C2=O)Nc1cccc2ccccc12	1631	1860
CC1(C)CC(=O)C(C=Nc2ccc(O)c(N=CC3=C(O)CC(C)(C)CC3=O)c2)=C(O)C1	1678	1916
COc1ccc(C(=O)O)cc1S(=O)(=O)Nc1ccc(C)cc1	1480	1724
Cc1c(C(=O)NNS(=O)(=O)c2ccccc2)sc(=S)n1C	1570	1991
O=Cc1c(-c2ccc(F)cc2)nc2ccccn12	1682	1961
Cc1ccc(S(=O)(=O)N2CCCOC2CNC(=O)C(=O)NC2CCCCC2)cc1 (stereo not drawn)	1529	1769
CCCC(CCC)c1nc2ccncc2[nH]1	1558	1600
CCC(C)[C@H](NC(=O)NC(C)C)C(=O)O (stereo partly drawn)	1790	1895
COc1cc(/C=N/NC(N)=O)ccc1OC(=O)c1ccco1	1573	1591
Cc1ccc(NC(=O)CC2S/C(=N/N=C/c3ccco3)NC2=O)cc1Cl (stereo not drawn)	1591	1622
O=C(O)c1ccc(NCc2cccc(Br)c2)cc1	1648	1602
Cc1cc(Br)c(NC(=O)CCl)c(Br)c1	1481	1689
Cc1cc(Br)c(NC(=O)COn2nnc3ccc(S(C)(=O)=O)cc32)c(Br)c1	1774	1740
Fc1cccc(COc2ccccc2CNc2ccccc2)c1	1562	1704
Cn1nnnc1NCc1cccc(Cl)c1	1510	1729
CCN(CC)C(C(=O)Nc1ccc2c(c1)OCO2)c1ccccc1 (stereo not drawn)	1580	1907
CC(=O)N1CC=CC1(C)C(=O)NCc1cc(F)cc(C(F)(F)F)c1 (stereo not drawn)	1614	1580
CCOC(=O)C1(Cc2cccc(OC)c2)CCN(C/C=C/c2ccc(OC)cc2)CC1	1386	1810
CCOC(=O)c1sc(N=NC2=C(O)CCCC2=O)c(C(=O)OCC)c1C	1596	1841
S=C1NC2(CCCC2)N=C1c1ccccc1	1504	1836
O=C(Nc1cccc(F)c1)C1CCN(C(=O)c2ccc(Cl)cc2)CC1	1628	1982
COC(=O)c1cc(=O)n(-c2ccc(F)cc2)c(=Nc2ccc(F)cc2)s1	1697	1751
NC(=O)c1cc(C(=O)c2ccc(Cl)cc2Cl)c[nH]1	1552	1715
COC(=O)c1c(NC(=O)c2ccccc2[N+](=O)[O-])sc2c1CC(C)(C)NC2(C)C	1562	1822
COc1ccccc1C(=O)NNC(=O)c1ccc(NC(=O)c2ccccc2)cc1	1476	1659
CC(C)Cc1nnc(NC(=O)Cc2ccc([N+](=O)[O-])cc2)s1	1665	1686
CCC(=O)c1ccc(OCC(=O)OCC(=O)Nc2sccc2C(N)=O)cc1	1573	1744
CCn1c2ccccc2c2nnc(SCC(=O)N(C)C3CCS(=O)(=O)C3)nc21 (stereo not drawn)	1518	2050
O=C(Nc1ccc(OC(F)(F)F)cc1)c1ccc2ccccc2n1	1722	2029
CC(Oc1ccc(Cl)cc1)C(=O)NCCN1C(=O)S/C(=C\c2cccnc2)C1=O (stereo not drawn)	1554	2099
Cc1c(C(=O)NCc2ccc3c(c2)OCO3)sc2nc(-c3ccc(F)cc3)cn12	1371	1535
COc1ccc2nc(N3C(=O)CC(C(C)c4ccccc4)C3=O)sc2c1 (stereo not drawn)	1700	1884
O=C(O)c1ccc2c(c1)S(=O)(=O)N=C1CCCCCN12	1610	1783
COc1cc(C)c(Cl)cc1S(=O)(=O)N1CCCC1	1481	1766
CCC(=O)Nc1c(C)n[nH]c1C	1555	1630
COC(=O)c1cn(NC(=O)c2ccc([N+](=O)[O-])c(C)c2)c(=O)c2ccccc12	1646	1741
New compounds follow:
SMILES	SRC3 TRFRET art	SRC1 TRFRET art
CCOC(=O)Cc1csc(NC(=O)c2csc3c2CCCC3)n1	1618	1789
CCc1c(C)sc(NC(=O)C2CC2)c1C(=O)OC(C)C	1526	1664
Cc1nn(-c2ccccc2)c(N)c1Sc1cccc([N+](=O)[O-])c1	1586	1714
CN(C)c1ccc(NC(=O)/C=C/c2ccccc2Cl)cc1	1686	2062
O=C(CSc1ccccc1)Nc1ccc(-c2nc3ccccc3[nH]2)cc1	1546	1705
COc1ccc(C2CC2C(=O)c2ccccn2)cc1 (stereo not drawn)	1536	1835
Cc1cc(=O)oc(C)c1C(=O)n1nc(C)c2c1C[C@@H]1[C@H]2C1(C)C	1449	1634
CCOC1OC(=O)C(Cl)=C1Nc1ccc(C)cc1C (stereo not drawn)	1702	1898
COc1ccccc1Oc1nc(-c2cccnc2)nc2ccccc12	1601	1664
CN(C)C(=O)c1ccc(-n2cnc3ccccc3c2=O)cc1	1433	1683
S=C1NCCOCCOCCOCCOCCNC(=S)N2CCOCCOCCN1CCOCC2	1504	1616
CS(=O)(=O)N1CCCC(C(=O)N2CCN(c3cccc(Cl)c3)CC2)C1 (stereo not drawn)	1511	1942
Nc1nc(SCC(=O)NC2CCCc3ccccc32)n[nH]1 (stereo not drawn)	1651	1944
CCNc1nc(NC(C)C)nc(Oc2ccc(=O)n(C)n2)n1	1555	2148
CC1=NS(=O)(=O)c2cc(Cl)ccc2N1	1674	1781

The final 6 records of the part above open the next one.
SMILES	SRC3 TRFRET art	SRC1 TRFRET art
CN(C)C(=O)c1ccc(-n2cnc3ccccc3c2=O)cc1	1433	1683
S=C1NCCOCCOCCOCCOCCNC(=S)N2CCOCCOCCN1CCOCC2	1504	1616
CS(=O)(=O)N1CCCC(C(=O)N2CCN(c3cccc(Cl)c3)CC2)C1 (stereo not drawn)	1511	1942
Nc1nc(SCC(=O)NC2CCCc3ccccc32)n[nH]1 (stereo not drawn)	1651	1944
CCNc1nc(NC(C)C)nc(Oc2ccc(=O)n(C)n2)n1	1555	2148
CC1=NS(=O)(=O)c2cc(Cl)ccc2N1	1674	1781
COc1ccc2cc3cc(C(=O)NCc4cccnc4)oc3nc2c1	1781	1954
CCOc1ccc(S(=O)(=O)N2CCc3cc(OC)c(OC)cc3C2)cc1	1555	1876
Cn1cc([N+](=O)[O-])c(C(=O)NNC(=O)c2ccc([N+](=O)[O-])cc2Cl)n1	1583	1749
Cc1ccc(Cl)cc1N1CCN(C(=O)COc2ccc3c(c2)CCC3)CC1	1532	1668
Cc1cc(C)n(-c2cc(N3CCN(S(=O)(=O)c4ccc(Cl)cc4)CC3)ccc2[N+](=O)[O-])n1	1717	1921
CCN1CCc2nc(NC(=O)c3cc(F)c(F)cc3Cl)sc2C1	1691	1615
COc1ccc(CCCc2n[nH]c(=S)o2)cc1	1430	1887
O=C(O)CSc1ccc(Oc2ccc(SCC(=O)O)cc2)cc1	1779	1796
CCOc1ccc(-n2c(-c3ccc(OC)cc3)c[n+]3c2CCCCC3)cc1	1594	1968
CCn1c(C)nc2cc(S(N)(=O)=O)ccc21	1713	1830
O=C(O)CNC(=S)N(Cc1ccc(F)cc1)C1CCCCC1	1554	1522
Cc1ccc(Cn2nnnc2CN2CCC(O)(c3ccccc3F)CC2)cc1	1696	1801
CC1CCN(C(=O)C(C)c2ccc([N+](=O)[O-])cc2)CC1 (stereo not drawn)	1521	1699
Cc1ccc(S(=O)(=O)N2CCN(Cc3nc4sc5c(c4c(=O)[nH]3)CCCC5)CC2)cc1	1616	1587
Cc1cccc(-c2nnc(SCCC(=O)N3CCOCC3)o2)c1	1487	1768
